All columns: NCI-60 one-dose screen, growth in % after 48 h at 10 µM unless noted; 100 = growth as untreated, 0 = no growth, -100 = all killed.
COLO 205: COLO 205 colon cancer. AID 1794742. 79,000 compounds, 7.3% hits
A498: A498 renal cancer cells; 76,000 compounds, 5.4% hits; AID 1794774
NCI-H460: NCI-H460 lung cancer. 82,000 compounds, 6.8% hits. AID 1794736
RXF 393: RXF 393 renal cancer cells. 77,000 compounds, 6.9% hits. AID 1794773
NCI-H226: NCI-H226 lung cancer; 79,000 compounds, 3.5% hits; AID 1794732
NCI-H23: NCI-H23 lung cancer; AID 1794731; 80,000 compounds, 4% hits
NCI-H322M: NCI-H322M lung cancer. AID 1794733. 80,000 compounds, 2.7% hits
NCI-H522: NCI-H522 lung cancer; 78,000 compounds, 8% hits
HT29: HT29 colon cancer | 81,000 compounds, 7.4% hits | AID 1794748
An asterisk follows results filed as active; / = no result given; [ ] = dose if it differs, or a comment. Rule for the calls: active = growth percent below 10; inactive = the rest. Random draw from the library; 12% or so of the library scored in one or more.

SMILES	COLO 205	A498	NCI-H460	RXF 393	NCI-H226	NCI-H23	NCI-H322M	NCI-H522	HT29
COc1cc(NC(C)=O)ccc1C(=O)NC(=S)Nc1ccc(S(N)(=O)=O)cc1	112	106	88	70	74	90	88	72	90
COc1cccc(/C=N/Nc2nnc(N/N=C/c3cccc(OC)c3OC)c3ccccc23)c1OC	117	108	103	108	103	94	108	87	/
O=C(CSc1nnc(-c2ccc(Cl)cc2)n1-c1ccccc1)Nc1ccc(Cl)cc1	90	41	19	23	16	29	41	40	63
C1CN(CC2CCC(CN3CCOCC3)O2)CCO1 (stereo unspecified)	61	117	110	112	107	99	/	66	102
Fc1ccc(-n2nc(C(F)(F)F)c3c2OCc2ccccc2-3)cc1	109	117	110	121	108	99	104	98	103
O=C(NCCNc1nccc(Nc2ccc(S(=O)(=O)Nc3ccccn3)cc2)n1)c1ccccc1	115	/	106	95	91	103	95	86	97
O=C(O)c1ccc(-n2cc(CNc3ccc(Cl)cc3)c(-c3ccc(F)cc3)n2)cc1	119	89	98	95	103	104	96	91	112
Cc1cc(O)c(/C=N/C(=S)Nc2cc(Cl)ccc2Cl)c(=O)o1	104	111	101	102	92	89	103	97	107
NC(CCC(=O)NC(CS)C(=O)NCC(=O)O)C(=O)O (stereo unspecified)	104	127	106	-25*	101	108	126	98	106
O=C(Oc1ccc([N+](=O)[O-])cc1)c1ccc([N+](=O)[O-])cc1	94	100	100	103	94	101	100	93	98
C/C(Cc1ccc(Cl)cc1)=C(\c1ccc(OCCN2CCCCCC2)cc1)c1ccc(OC(=O)Cc2ccccc2)cc1	-45*	93	18	54	84	71	67	63	9.8*
O=C(CCc1nnc2sc(COc3ccccc3)nn12)c1nc2ncccc2[nH]1	107	67	93	98	/	85	92	79	106
O=C(Nc1cccc([N+](=O)[O-])c1)c1ccc2ccccc2c1O	110	42	50	37	77	42	105	-8.1*	94
S=c1sc2ccccc2n1CNc1ccccc1	129	127	113	/	109	107	98	97	120
CCC(=O)c1c(CC)ccc2ccccc12	103	91	106	105	97	100	102	98	106
Cc1csc(NC(c2ccccc2)c2c(C)nc3ccccn23)n1 (stereo unspecified)	106	71	102	122	95	96	104	95	98
CCN1C(=O)N(CC)C2C1NN=c1s/c(=C\c3ccc([N+](=O)[O-])cc3)c(=O)n12 (stereo unspecified)	13	19	8.2*	2.9*	67	47	55	-0.2*	5.2*
O=c1[nH]c2ccccc2nc1/C(Cl)=C/c1ccc(Cl)cc1	109	142	100	114	106	94	98	98	115
CCN1C(=O)N(CC)C2C1NN=c1s/c(=C\C(=O)O)c(=O)n12 (stereo unspecified)	100	/	103	115	100	96	100	92	102
O=C(NC1CCCc2ccccc21)c1cc2c([nH]c1=O)CCC2 (stereo unspecified)	118[50 µM]	96[50 µM]	105[50 µM]	103[50 µM]	84[50 µM]	92[50 µM]	95[50 µM]	91[50 µM]	115[50 µM]
C[N+](C)(CCOc1ccccc1)Cc1ccccc1	/	93	109	91	95	88	108	/	100
CCS(=O)(=O)Oc1ccc(-c2ccc3occc3c2)cc1	111	78	100	89	86	88	/	79	84
CCC(C)(C)C(=O)CC(=O)C(C)(C)CC	106	98	104	95	96	107	113	99	111
CC(=O)n1cc(C=C2C(=O)CC(C)(C)CC2=O)c2ccccc21	110	83	106	112	99	102	105	108	101
C=CCCCCCCCCC(=O)[O][Sn]([CH2]CCC)([CH2]CCC)[CH2]CCC	-86*	-97*	-83*	-97*	-53*	-86*	-89*	-53*	-76*
Cc1oc(-c2ccc(Cl)cc2)nc1C1=NN(C(=O)c2ccncc2)C(c2ccc(Cl)cc2)C1 (stereo unspecified)	108	67	96	60	85	84	93	85	96
COC(=O)c1ccc2c(c1)nc(-c1ccc(OC)cc1)n2-c1cc(C(C)(C)C)[nH]n1	102	87	93	99	102	89	107	63	84
CCCCCCCCCCOc1ccc(C(=O)c2ccc(OCCCCCCCCCC)cc2O)cc1	105	113	109	124	103	103	106	93	108
COc1cc(OC)c(C2SCC(=O)N2Nc2ncnc3ccccc23)cc1OC (stereo unspecified)	113	82	111	124	107	/	96	99	113
CCCCCCOc1ccccc1C(N)=O	105	91	112	114	101	98	95	91	96
Cc1ccc2sc(-c3ccc(NC(=O)CSc4nnc(-c5cccnc5SCc5ccccc5)o4)cc3)nc2c1	/	105	101	114	81	97	/	88	100
NCC(c1ccccc1)c1ccccc1	105	96	103	103	89	100	100	101	102
Fc1ccc(-c2nnc(-c3ccc4ccccc4c3)o2)cc1	110	/	103	104	90	86	108	88	98
COc1ccc(NC(C)=O)cc1[N+](=O)[O-]	102	95	104	148	106	105	85	112	105
Cn1ncc(CC(=O)O)c1NS(=O)(=O)c1ccccc1N	111	110	138	111	105	98	101	101	100
O=C1c2ccccc2NC(c2cn(-c3ccccc3)nc2-c2ccccc2)N1Cc1ccccc1 (stereo unspecified)	94	90	86	96	86	73	75	67	82
COc1cc(C=C2C(=O)NC(=O)NC2=O)cc(CN2CCN(C)CC2)c1O	115	119	106	118	103	103	100	/	/
CCn1c(Cn2cc(-c3ccc(F)cc3)nn2)nc2ccccc21	106	81	103	101	90	98	96	77	95
COc1ccc(-n2c(NC(=O)N3CCN(C)CC3)c(C#N)c3ccc(F)cc32)cc1	95	68	99	27	56	92	85	77	94
Nc1cccc2c1C(=O)c1cccc(NC(=O)c3ccccc3)c1C2=O	-12*	17	7.2*	-11*	52	30	-7.8*	-28*	3.0*
O=Nc1ccc(NC(=O)Nc2ccc([N+](=O)[O-])cc2)cc1	116	84	92	119	100	88	103	79	100
CC1=CCC(OC(=O)C(C)(O)CCC(O)(C(=O)OC2CC(O)(C(C)C)CCC2(C)O)C(C)C)(C(C)C)CC1 (stereo unspecified)	119	92	111	95	88	109	95	92	111
CCOC(=O)C1=C(C)OC(N)=C(C#N)C1c1cc(=O)oc2ccc(OC)cc12 (stereo unspecified)	116	108	103	121	102	95	105	88	98
CC(=O)O[C@]1(C)CC[C@H]2[C@H](CNCCc3ccc(Cl)cc3)C(=O)O[C@@H]2C2=C(C)C(=O)C[C@H]21	97	87	106	115	95	102	92	-33*	90
O=C1COCCN1	123	113	101	94	111	103	114	98	95
Fc1ccc(C2=NCc3nccn3C(=C(Cl)Cl)N2)cc1	109	89	102	106	100	98	100	98	101
CCOC(=O)c1c(O)cc(-c2ccc(F)cc2)cc1-c1sc(N(C)Cc2ccccc2)nc1Cl	117	94	95	/	97	95	102	89	106
CSc1ccc(Cl)nn1	111	/	110	103	101	99	96	100	104
CCCCCCCCCCCCC#N	108	76	104	99	90	103	107	108	102
Oc1ccc(N=Nc2ccccc2)c(O)c1	108	100	102	110	89	87	97	103	116
COc1ccc([C@H]2[C@H](O)C(=O)N2c2cc(OC)c(OC)c(OC)c2)cc1Cl	-79*	-17*	1.6*	24	22	30	49	-40*	1.5*
O=C(Cc1ccc(/C=C/C(=O)c2ncc[nH]2)cc1)Nc1c(F)c(F)c(F)c(F)c1F	105	105	95	114	111	90	96	96	101
O=C(N/N=C/[C@@H]1C[C@H](CO)C2CCC[C@@H]21)c1ccncc1 (stereo partly specified)	110	95	100	105	83	101	93	98	96
O=C(CCN1C(=O)NC2NC(=O)NC21)NCCc1ccccc1 (stereo unspecified)	107	97	105	100	98	103	107	90	95
C=CCOc1ccc(NC(C)=O)cc1	112	/	109	123	101	106	124	109	100
Cc1ccc(OCc2occc2C(=O)N2CCOCC2)cc1	117	98	107	100	97	101	106	100	108
Cl.[Pt].[c-]1ccccc1-c1ccccn1.c1ccc(P(c2ccccc2)C([PH+](c2ccccc2)c2ccccc2)[PH+](c2ccccc2)c2ccccc2)cc1	/	/	5.2*	11	7.4*	5.6*	12	9.9*	10
O/N=C/c1ccccn1	116	85	118	131	120	/	104	108	106
CCOC(=O)C1(C)CCCCC1=O (stereo unspecified)	108	103	114	104	100	101	102	92	105
C[Si](C)(C)Cc1ccccc1	139	164	120	132	114	102	119	139	114

Reformatted bar-delimited: part of the list above
SMILES | COLO 205 | A498 | NCI-H460 | RXF 393 | NCI-H226 | NCI-H23 | NCI-H322M | NCI-H522 | HT29
Oc1ccc(N=Nc2ccccc2)c(O)c1 | 108 | 100 | 102 | 110 | 89 | 87 | 97 | 103 | 116
COc1ccc([C@H]2[C@H](O)C(=O)N2c2cc(OC)c(OC)c(OC)c2)cc1Cl | -79* | -17* | 1.6* | 24 | 22 | 30 | 49 | -40* | 1.5*
O=C(Cc1ccc(/C=C/C(=O)c2ncc[nH]2)cc1)Nc1c(F)c(F)c(F)c(F)c1F | 105 | 105 | 95 | 114 | 111 | 90 | 96 | 96 | 101
O=C(N/N=C/[C@@H]1C[C@H](CO)C2CCC[C@@H]21)c1ccncc1 (stereo partly specified) | 110 | 95 | 100 | 105 | 83 | 101 | 93 | 98 | 96
O=C(CCN1C(=O)NC2NC(=O)NC21)NCCc1ccccc1 (stereo unspecified) | 107 | 97 | 105 | 100 | 98 | 103 | 107 | 90 | 95
C=CCOc1ccc(NC(C)=O)cc1 | 112 | / | 109 | 123 | 101 | 106 | 124 | 109 | 100
Cc1ccc(OCc2occc2C(=O)N2CCOCC2)cc1 | 117 | 98 | 107 | 100 | 97 | 101 | 106 | 100 | 108
Cl.[Pt].[c-]1ccccc1-c1ccccn1.c1ccc(P(c2ccccc2)C([PH+](c2ccccc2)c2ccccc2)[PH+](c2ccccc2)c2ccccc2)cc1 | / | / | 5.2* | 11 | 7.4* | 5.6* | 12 | 9.9* | 10
O/N=C/c1ccccn1 | 116 | 85 | 118 | 131 | 120 | / | 104 | 108 | 106
CCOC(=O)C1(C)CCCCC1=O (stereo unspecified) | 108 | 103 | 114 | 104 | 100 | 101 | 102 | 92 | 105
C[Si](C)(C)Cc1ccccc1 | 139 | 164 | 120 | 132 | 114 | 102 | 119 | 139 | 114

Continued.
SMILES	COLO 205	A498	NCI-H460	RXF 393	NCI-H226	NCI-H23	NCI-H322M	NCI-H522	HT29
CC1=C(C(=O)Nc2ccc(F)cc2)C(c2ccc(C)cc2)n2ncnc2N1 (stereo unspecified)	120	91	108	112	101	104	116	65	91
C#CC(C)(O)[C@@H]1C[C@H](CC(=O)O)C1(C)C (stereo partly specified)	122	110	116	134	111	98	/	/	109
COC(=O)c1cc(Nc2ccc(O)c3c2C(=O)c2c([N+](=O)[O-])ccc(O)c2C3=O)cc(C(=O)OC)c1	12	94	56	52	83	-20*	-2.3*	/	36
CCC(C)(C)OC(=O)c1ccccc1C	109	103	104	109	97	97	/	86	99
Cc1cc(C)c(-c2cc(O)c(-c3c(C)cc(C)cc3C)cc2O)c(C)c1	-13*	5.7*	17	18	64	35	69	-13*	8.8*
CC(CN(C)C)CN1c2ccccc2CCc2ccccc21 (stereo unspecified)	46	104	103	/	100	83	77	80	57
N#Cc1c(N2CCN(Cc3ccccc3)CC2)nc(=S)[nH]c1-c1ccco1	98	112	116	105	106	99	122	104	107
CN1CCN(CC(=O)Nc2nc(-c3cccc(NS(=O)(=O)c4cccc5c(N(C)C)cccc45)c3)cs2)CC1	77	97	56	70	75	58	105	68	35
COc1ccc(-c2cc(=O)c3c(OC)c(C=O)c(O)cc3o2)cc1	100	76	92	108	101	83	92	78	74
Cc1nnc(-c2cc3c(ccc4ccccc43)oc2=O)c2cn(-c3ccc(Cl)cc3)nc12	111	103	95	103	92	87	99	81	95
CCN(CC)CCNc1nc(Cl)nc(NCCN(CC)CC)n1	97	57	104	108	/	101	102	87	98
Cc1ccc(NCC(=O)C(O)C(O)C(O)CO)cc1 (stereo unspecified)	100	149	107	115	109	106	117	108	110
Nc1ncnc2c1C(c1ccccc1)c1ccc3ccccc3c1O2 (stereo unspecified)	93	95	103	104	78	77	88	54	93
Cc1cc(Cl)c2ccc(Cl)c(C)c2n1	112	103	103	114	104	96	103	97	101
CC(C)(C)NCCC(O)c1cc2c(Cl)cc(Cl)cc2c2cc(C(F)(F)F)ccc12 (stereo unspecified)	-87*	16	-74*	-96*	-74*	-79*	-54*	-82*	-80*
CCOC(=O)COc1ccc(/C=C2\CCC/C(=C\c3ccc(OCC(=O)OCC)c(OC)c3)C2=O)cc1OC	111	94	112	112	109	103	90	82	95
C/C(=C(/C)C1CC1CCN(C(=O)c1ccc([N+](=O)[O-])cc1)S(=O)(=O)c1ccc(C)cc1)c1ccccc1 (stereo unspecified)	107	102	96	113	91	92	105	78	99
Cc1ccc2nc(NC(=O)CSc3nc(-c4ccccc4)c(C#N)c(=O)[nH]3)sc2c1	108	111	106	115	101	102	104	95	104
Nc1nnc(-c2ccc3c(c2)CC(=O)N3)s1	120	114	113	119	87	91	101	79	101
O=C(N/N=C/c1c[nH]c2ccccc12)Nc1ccc(Cl)cc1	106	103	102	84	86	68	93	22	101
COc1ccccc1-c1cc(=O)c2c(OC)c3ccoc3cc2o1	99	107	89	86	88	83	98	85	86
c1cc(-c2cnn(-c3ccc4cc(OCCN5CCCCC5)ccc4c3)c2)ccn1	65	91	60	95	92	89	83	90	111
C[n+]1ccc(C(N)=O)cc1	111	103	101	114	105	102	107	98	104
O=C(O)COC1CC(=O)N2c3ccccc3C34CCN5C(=O)C(=O)C(CC53)C1C24 (stereo unspecified)	101	121	110	118	105	111	105	107	105
O=[N+]([O-])c1ccc(/C(=C/c2ccccc2)[n+]2ccccc2)cc1	114	101	103	105	105	113	/	/	106
CC[C@]12C=CCN3CC[C@@]4(c5cc(NC(=O)CCC(=O)N[C@@H](Cc6c[nH]c7ccccc67)C(=O)OC)c(OC)cc5N(C)[C@H]4[C@@](O)(C(=O)OC)[C@@H]1OC(C)=O)[C@@H]32	105	91	96	126	104	96	97	89	100
c1ncc2c(n1)-c1c[nH]cc1CC2	129	113	174	117	114	116	167	105	112

High-throughput results: PubChem BioAssay, NCI
